C-LANA FP = blocks KSHV LANA C-terminal domain binding to DNA; inhibition, % at 9 µM; actives 0.078% (n = 340,000); MBP-C-LANA/FAM-LBS DNA binding, fluorescence polarization;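 active means highest replicate inhibition at or above 60% at 9 µM, even if other replicates fall short; inactive means all replicates below 60% inhibition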;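 further: 0% = neutral control wells and 100% = 4 µM acridine orange control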
CAL PDZ FP-1 = human CAL PDZ-peptide interaction inhibition; Q9HD26; purified CAL PDZ, TMR-peptide fluorescence polarization, 1 h; inhibition, % at 20 µM; actives 0.02% (n = 330,000); AID 504414;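 active means highest replicate inhibition of at least 40%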;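 further: plate controls were DMSO neutral control wells for no effect and unlabeled competitor peptide control wells for full effect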
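Material – purified CerCALP PDZ construct · Detection – FP readout, S and P plane fluorescence · Measure – percent inhibition from loss of millipolarization · Controls – unlabelled peptide for full inhibition, DMSO wells as neutral · Probe or stimulus – TMR-labelled reporter peptide T*-PRC34 bound in PDZ groove · Times – 1 h at RT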
NSD2 inh = inhibitors of human histone methyltransferase NSD2; NSD2 peptide methylation, AlphaScreen, 120 min; actives 0.54% (n = 310,000); AID 743445; O96028; inhibition, % at 12.5 µM; in the data active means inhibition above about 50%
Target sequence (O96028 whole entry, looked up): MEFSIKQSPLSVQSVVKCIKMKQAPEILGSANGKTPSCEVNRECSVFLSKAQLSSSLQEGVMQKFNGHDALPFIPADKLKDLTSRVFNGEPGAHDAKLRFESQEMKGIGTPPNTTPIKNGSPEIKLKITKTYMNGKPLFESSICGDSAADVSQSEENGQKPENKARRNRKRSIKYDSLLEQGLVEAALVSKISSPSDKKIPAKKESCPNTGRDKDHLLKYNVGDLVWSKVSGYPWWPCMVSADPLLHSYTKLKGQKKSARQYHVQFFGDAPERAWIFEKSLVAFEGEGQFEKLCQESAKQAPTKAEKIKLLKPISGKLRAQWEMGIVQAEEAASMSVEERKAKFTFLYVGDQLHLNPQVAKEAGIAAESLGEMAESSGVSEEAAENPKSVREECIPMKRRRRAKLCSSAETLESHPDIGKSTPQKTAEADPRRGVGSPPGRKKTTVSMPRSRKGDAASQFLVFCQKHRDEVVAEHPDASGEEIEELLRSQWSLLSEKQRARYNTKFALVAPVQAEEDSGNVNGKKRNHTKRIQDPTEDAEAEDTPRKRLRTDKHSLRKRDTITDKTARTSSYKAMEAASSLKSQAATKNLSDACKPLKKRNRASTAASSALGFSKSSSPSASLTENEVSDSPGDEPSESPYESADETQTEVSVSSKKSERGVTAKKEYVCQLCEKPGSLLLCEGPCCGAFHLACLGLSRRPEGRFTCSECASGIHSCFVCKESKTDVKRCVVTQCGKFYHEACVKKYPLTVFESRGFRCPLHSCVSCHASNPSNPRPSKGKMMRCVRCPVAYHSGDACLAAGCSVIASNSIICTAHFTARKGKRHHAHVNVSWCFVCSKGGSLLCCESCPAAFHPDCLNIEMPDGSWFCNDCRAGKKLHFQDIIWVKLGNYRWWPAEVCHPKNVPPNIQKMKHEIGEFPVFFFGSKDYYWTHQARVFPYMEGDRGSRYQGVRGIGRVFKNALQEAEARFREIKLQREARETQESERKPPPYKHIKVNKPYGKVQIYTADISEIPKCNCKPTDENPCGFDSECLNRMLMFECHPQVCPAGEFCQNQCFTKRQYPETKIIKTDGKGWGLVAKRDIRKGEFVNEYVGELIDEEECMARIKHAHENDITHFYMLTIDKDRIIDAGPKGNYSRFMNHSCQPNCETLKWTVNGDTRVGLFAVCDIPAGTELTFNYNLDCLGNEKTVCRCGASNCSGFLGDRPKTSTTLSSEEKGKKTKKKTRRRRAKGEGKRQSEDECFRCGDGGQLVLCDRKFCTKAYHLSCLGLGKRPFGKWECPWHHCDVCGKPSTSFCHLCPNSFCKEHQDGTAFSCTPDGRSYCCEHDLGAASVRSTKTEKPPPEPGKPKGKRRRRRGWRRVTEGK
Cardiac RTF inh = cardiac RTF calcium desensitization. inhibition, % at 7.15 µM. actives 0.12% (n = 340,000). P19429+P45379. IANBD-labeled cardiac RTF, Ca2+ fluorescence;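 active means inhibition above the mean inhibition of all tested compounds plus 3 SD, cut at about 17% in these data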;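 further: assay run at fixed EC70 calcium of 1.6 mM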
Keap1-Nrf2 PPI = disrupts human Keap1 binding to Nrf2 peptide; Q14145; Keap1 Kelch-Nrf2 peptide fluorescence polarization, 1536-well; inhibition, % at 9.4 µM; actives 0.15% (n = 340,000); AID 504523; in the data active means inhibition above about 12%;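 further: human Keap1 Kelch domain with fluorescein labeled Nrf2 9mer peptide probe; 0% = neutral control wells and 100% = peptide positive control; higher means more block of Keap1 binding to Nrf2 peptide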
DAGLB inh = blocks human DAGLB lipase activity; inhibition, % at 5.17 µM; actives 0.059% (n = 340,000); Q8NCG7; HEK293T DAGLB membrane lysate, EnzChek fluorogenic substrate; AID 504411; in the data active means inhibition above about 34%;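 further: 0% = enzyme with vehicle and 100% = wells lacking enzyme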
CAL PDZ FP-2 = CAL PDZ (human) peptide binding inhibition. Q9HD26. inhibition, % at 24.9 µM. purified CAL PDZ, TMR-peptide fluorescence polarization, 1 h. actives 0.92% (n = 300,000). AID 602252;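 active means mean inhibition of at least 30% with at least half of replicates also reaching 30%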;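 further: 0% = DMSO neutral control and 100% = excess unlabeled competitor peptide PRC23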
V-ATPase pH = regulators of yeast V-ATPase proton transport | S. cerevisiae, pHLuorin cytosolic pH fluorescence | response, % at 10 µM | actives 0.37% (n = 350,000) | AID 504577; in the data active means response mostly above about 7.3%, no sharp cut-off; inactive means mostly below about 5.4%; further: actives read high; inactives centre near 0; some compounds called inactive have numbers as strong as hits
Pemphigus Ab inh = inhibitors of pemphigus antibody binding to human desmoglein-3. binding (percent of control), % at 10 µM. P32926. AID 588358. actives 0.48% (n = 310,000). DSG3-coupled beads, scFv-anti-DSG3-GFP binding, flow cytometry; stronger effect = lower value;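 active means binding more than 3 SD below its plate's average and above zero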;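 further: hits lower antibody fragment binding to DSG3; some compounds called inactive have numbers as strong as hits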
Arr AP2 block = inhibitors of human beta-arrestin and AP2 interaction; inhibition, % at 10 µM; actives 0.31% (n = 340,000); AID 504490; FITC-arrestin peptide / GST-AP2 beads, flow cytometry; AP2 beta2 appendage carries R879A mutation;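 active means inhibition above a set limit, near 3 SD of compounds lacking own fluorescence, cut at about 54% in these data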;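 further: plate controls were DMSO wells for no effect and 5 µM unlabelled arrestin peptide for full effect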
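System: GST-AP2 R879A glutathione beads; medium: PBS, Tween 20 0.05%, BSA 0.1%; reagent: fluorescein-tagged arrestin peptide at 50 nM final; schedule: pre-incubation 12 min, peptide binding 1 h, room temperature; detection: flow cytometry, FL1 (488/535 nm); read-out: inhibition as reduced fluorescein signal on beads, percent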
* hit, by the source's call; . = no result given.

Every second line gives: C-LANA FP, CAL PDZ FP-1, NSD2 inh, Cardiac RTF inh, Keap1-Nrf2 PPI, DAGLB inh, CAL PDZ FP-2, V-ATPase pH, Pemphigus Ab inh, Arr AP2 block
- Cc1nc(-c2ccc(NS(C)(=O)=O)cc2)cs1
→ 0.8, -0.4, 1, -2, 1, -1, -2, -4, 91, -10
- O=C(Oc1ccc(C(=S)N2CCOCC2)cc1)c1ccccc1
→ -1.5, -0.1, -1, -14, -9, 0, -8, 2, 94, 11
- O=C1C(=O)N(CCCN2CCOCC2)C(c2ccc(F)cc2)/C1=C(\O)c1ccc2c(c1)OCCO2 (centres undefined)
→ -0.4, -2.0, 1, -6, -3, 2, -3, 0, 103, -7
- O=C(Cn1c(=O)sc2ccccc21)Nc1ccccc1
→ -1.7, -1.6, 0, -7, -1, -2, -2, 3, 157, -3
- Cc1onc(-c2c(Cl)cccc2Cl)c1C(O)c1ccccc1 (centres undefined)
→ 2.0, ., -1, -9, -2, 1, 46*, -2, 108, -14
- Cc1onc(-c2ccccc2Cl)c1C(=O)O/N=C(\N)c1ccccc1
→ 0.0, -0.4, -2, 1, 1, -5, -6, 0, 107, -11
- O=C(C1=C(O)C(=O)N(CC2CCCO2)C1c1ccc(Cl)cc1)c1ccco1 (centres undefined)
→ 0.0, -2.2, 0, -19, -3, 1, -4, 0, 114, 3
- S=c1[nH]nc(-c2cccnc2)n1-c1ccc2c(c1)OCCO2
→ 0.5, -0.6, 1, -4, 0, -1, ., 1, 168, -13
- Cc1ccc(C)n1-n1c(C)nc2sc(-c3ccccc3)cc2c1=O
→ 2.3, -1.2, 0, -3, 1, -8, -2, -7, 100, 1
- CC(=O)NC(CCCCNC(=S)NC1CCCCC1)C(=O)O (centres undefined)
→ 2.0, -2.7, -2, -5, -4, 2, -2, -3, 73, 0

Every second line gives: C-LANA FP, CAL PDZ FP-1, NSD2 inh, Cardiac RTF inh, Keap1-Nrf2 PPI, DAGLB inh, CAL PDZ FP-2, V-ATPase pH, Pemphigus Ab inh, Arr AP2 block
- CC(OC(=O)c1ccc2c(c1)C(=O)N(Cc1ccncc1)C2=O)C(=O)Nc1cccc(Cl)c1Cl (centres undefined)
→ -0.6, -0.8, 0, -6, 0, -2, 2, 2, 116, 11
- Cc1cc(C)c(NC(=O)COC(=O)CSc2ccc(Br)cc2C)c(C)c1
→ 0.3, 0.2, -2, -7, -7, -4, -5, 0, 99, 4
- O=C(NCC(c1ccco1)N1CCOCC1)c1ccc(F)c(F)c1 (centres undefined)
→ 0.6, -0.4, -6, -3, -2, 3, 1, 2, 90, 0
- CCOCCn1c(N2CCN(c3ccccc3)CC2)nc2c1c(=O)[nH]c(=O)n2C
→ 0.5, -1.0, 12, -2, -1, 1, 0, 0, 95, -7
- C=CCn1c(SCC(=O)OCC)nc2cc(C(=O)NCc3ccco3)ccc2c1=O
→ -0.4, 0.3, -2, -1, 4, 0, -8, 0, 99, 14
- Clc1cccc(Cl)c1Cn1cnc2c(NCc3ccco3)ncnc21
→ -1.7, -0.2, -4, 2, -2, 0, ., -4, 97, 4
- CC(=O)Nc1nc(C)c(C(C)(C)C)s1
→ -0.4, -1.3, -3, 2, 1, -2, -12, 3, 81, 3
- COc1cc(/C=N\Nc2nncn2N)ccc1OC(C)=O
→ 0.1, -0.4, -2, -8, -3, -3, 7, -5, 106, 5
- O=C(CCn1[nH]c(=O)c2ccccc2c1=O)OC1CCCCC1
→ 0.4, -0.6, -3, 3, -1, 0, -5, 1, 109, 5
- COC(=O)C=CC(=NNc1ccccc1)c1ccccc1
→ -1.4, -1.2, 0, -1, 3, 0, -5, 1, 123, 10

Every second line gives: C-LANA FP, CAL PDZ FP-1, NSD2 inh, Cardiac RTF inh, Keap1-Nrf2 PPI, DAGLB inh, CAL PDZ FP-2, V-ATPase pH, Pemphigus Ab inh, Arr AP2 block
- O=C1C2C3C=CC(C3)C2C(=O)N1c1ccc(Cc2ccncc2)cc1 (centres undefined)
→ 0.2, -3.0, 3, -4, -6, 0, -1, -4, ., 11
- NC(=O)C1CCN(C(=O)COCc2cc(-c3ccc4c(c3)OCO4)on2)CC1
→ -0.7, 0.3, -2, -11, 6, 2, -2, -2, ., -11
- O=C(CSc1ncnc2ccccc12)Nc1ccc2c(c1)OCCO2
→ -0.5, -2.0, ., 14, 1, -4, -2, 1, 105, -1
- C/C=C(\C)C(=O)Nc1cccc(C2=NOC3(C2)C[C@H](C(N)=O)N(C(=O)CC#N)C3)c1 (some centres undefined)
→ 2.9, 0.0, ., 2, -1, -4, -1, -1, 108, 10
- COc1ccc(NC(=O)/C=C2\SC(=O)NC2=O)cc1
→ 0.2, -1.7, 5, 7, 3, 1, -2, -1, 103, 19
- CC(=O)c1ccccc1OCC(O)CNC1CCCC1 (centres undefined)
→ -0.4, -1.0, 0, 8, -7, 0, -2, 0, 107, -5
- O=C(c1cc(COc2c(F)cccc2F)on1)N1CCN(C2CCCCC2)C(=O)C1
→ 2.3, 0.2, -3, 3, 4, 2, -5, -3, ., -13
- COc1cc(C2Nc3cccc4cccc(c34)N2)cc(OC)c1O
→ -2.4, -2.8, -2, 2, -2, 7, -7, 4, 100, 56*
- O=C(CSc1ncnc2[nH]ncc12)Nc1cccc(Oc2ccccc2)c1
→ 0.1, -2.1, 1, -1, 0, -6, 10, -9, 286, 1
- COC(=O)c1ccc(OCCN2CCCCCC2)cc1
→ -0.5, -1.6, -1, 1, -5, 0, 0, 2, 107, 3

Every second line gives: C-LANA FP, CAL PDZ FP-1, NSD2 inh, Cardiac RTF inh, Keap1-Nrf2 PPI, DAGLB inh, CAL PDZ FP-2, V-ATPase pH, Pemphigus Ab inh, Arr AP2 block
- CC(=O)NCc1ccc(C(=O)O)cc1
→ 0.7, 0.3, ., -7, 3, 1, -8, -2, 87, -2
- Nn1c(COc2ccccc2F)nnc1SCC(=O)NC1CCCCC1
→ -0.7, 0.4, -3, -10, -2, 0, -4, 1, 111, 1
- Cn1c(N)c(C(=O)COC(=O)CSc2cccc3cccc(Cl)c23)c(=O)n(C)c1=O
→ -0.5, 0.2, 0, -8, -4, -1, -2, -2, 99, 9
- CC1CCCN(C(=O)Cn2cnc3c2c(=O)n(C)c(=O)n3C)C1 (centres undefined)
→ 1.4, ., 1, 2, -2, -4, 36*, -5, 99, 1
- CC(C)CCN(C(=O)c1csnn1)C(C(=O)NC1CCCC1)c1ccccc1 (centres undefined)
→ -2.4, -0.8, -7, 1, 0, -2, 6, -4, ., 1
- O=C1CC(c2ccccc2)C(C(=O)Nc2ccccc2F)N1 (centres undefined)
→ -0.5, -1.3, ., -8, -6, -2, -3, -2, 111, 8
- CC1CCCN(C(=O)CN2CCN(C(=O)c3ccco3)CC2)C1 (centres undefined)
→ 0.4, ., 8, 0, 4, 0, -4, 10, 99, 13
- CCOC(=O)[C@H]1[C@H]2COc3ccc(C)cc3[C@@H]2N2C(=O)CN(Cc3ccco3)C(=O)[C@@]12C
→ 1.8, 0.2, ., -4, -5, -1, -1, -2, 105, 27
- COc1cccc(C2C(C#N)=C(N)N(c3ncn[nH]3)C3=C2C(=O)CCC3)c1 (centres undefined)
→ 0.2, 0.0, -8, 8, 1, 2, -7, 1, 107, 1
- CC(C)Cn1c(-c2csc3ccccc23)n[nH]c1=S
→ -0.3, -0.3, 4, -10, -2, -2, ., 3, 108, 4

Every second line gives: C-LANA FP, CAL PDZ FP-1, NSD2 inh, Cardiac RTF inh, Keap1-Nrf2 PPI, DAGLB inh, CAL PDZ FP-2, V-ATPase pH, Pemphigus Ab inh, Arr AP2 block
- O=C(NNC(=O)c1cc2ccccc2[nH]1)OCc1ccccc1
→ -0.5, 0.4, ., -8, -1, -1, -4, -2, 103, 14
- CC(=O)O/N=C(/c1nonc1N)N(C)C
→ -0.9, -0.5, -4, 3, -4, -2, -2, 4, 100, -7
- O=C(c1ccc(N2CCCC2=O)cc1)N1CCN(c2ccccc2Cl)CC1
→ -0.4, -0.5, 2, -1, -1, 0, ., 3, 100, -4
- CN(C(=O)C1CCCCC1)C1(C)CCS(=O)(=O)C1 (centres undefined)
→ -0.7, -2.4, 0, -9, 3, 1, 0, 3, 97, 11
- CC(C)(O)C#Cc1ccc(CN2CCC(n3nccc3NC(=O)C3CC3)CC2)cc1
→ 1.5, -0.1, -1, -5, -4, 1, 10, -2, 100, 9
- COCCN1Cc2cccc(C(=O)NCc3cccnc3)c2C1=O
→ 1.6, -0.1, ., -1, 2, 2, ., 1, 104, 1
- COC(=O)c1ccc(NC(=O)c2cccc(OC)c2)cc1
→ -0.1, -1.0, 2, -10, 0, -2, -5, 0, 105, 15
- O=C(O)C1(c2ccccc2)CCN(S(=O)(=O)c2ccccc2)CC1
→ -5.3, -0.5, -2, -5, -1, -1, -4, -3, 100, 43

Marked active in Arr AP2 block (from the list above):
smiles | C-LANA FP | CAL PDZ FP-1 | NSD2 inh | Keap1-Nrf2 PPI | DAGLB inh | CAL PDZ FP-2 | V-ATPase pH | Pemphigus Ab inh | Arr AP2 block
COc1cc(C2Nc3cccc4cccc(c34)N2)cc(OC)c1O | -2.4 | -2.8 | -2 | -2 | 7 | -7 | 4 | 100 | 56*

Some of these compounds in order of heavy-atom count, falling.
Every second line gives: C-LANA FP, CAL PDZ FP-1, NSD2 inh, Cardiac RTF inh, Keap1-Nrf2 PPI, DAGLB inh, CAL PDZ FP-2, V-ATPase pH, Pemphigus Ab inh, Arr AP2 block
- CC(C)(O)C#Cc1ccc(CN2CCC(n3nccc3NC(=O)C3CC3)CC2)cc1
→ 1.5, -0.1, -1, -5, -4, 1, 10, -2, 100, 9
- COCCN1Cc2cccc(C(=O)NCc3cccnc3)c2C1=O
→ 1.6, -0.1, ., -1, 2, 2, ., 1, 104, 1
- COC(=O)c1ccc(NC(=O)c2cccc(OC)c2)cc1
→ -0.1, -1.0, 2, -10, 0, -2, -5, 0, 105, 15
- CC(=O)O/N=C(/c1nonc1N)N(C)C
→ -0.9, -0.5, -4, 3, -4, -2, -2, 4, 100, -7

Two successive records out of the list so far, quoted:
Every second line gives: C-LANA FP, CAL PDZ FP-1, NSD2 inh, Cardiac RTF inh, Keap1-Nrf2 PPI, DAGLB inh, CAL PDZ FP-2, V-ATPase pH, Pemphigus Ab inh, Arr AP2 block
- COC(=O)c1ccc(NC(=O)c2cccc(OC)c2)cc1
→ -0.1, -1.0, 2, -10, 0, -2, -5, 0, 105, 15
- O=C(O)C1(c2ccccc2)CCN(S(=O)(=O)c2ccccc2)CC1
→ -5.3, -0.5, -2, -5, -1, -1, -4, -3, 100, 43

High-throughput results from PubChem.

An excerpt; count on the stated rates, not on these rows.
